Compound activity (PubChem BioAssay)
RECQ1 helicase = blocks DNA unwinding by human RECQ1; P46063; RECQ1 DNA unwinding, red fluorescence kinetic read; Potency, µM (doses to about 57.3 µM), without a hit: at the top dose activity, negative = inhibition, most hits filed as inhibitors; actives 0.54% (n = 240,000); AID 2549;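 also: plate controls were vehicle for no effect and no enzyme for full effect; nearly all actives have a fitted effect of over 30% in size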
Target sequence (P46063 whole entry, looked up): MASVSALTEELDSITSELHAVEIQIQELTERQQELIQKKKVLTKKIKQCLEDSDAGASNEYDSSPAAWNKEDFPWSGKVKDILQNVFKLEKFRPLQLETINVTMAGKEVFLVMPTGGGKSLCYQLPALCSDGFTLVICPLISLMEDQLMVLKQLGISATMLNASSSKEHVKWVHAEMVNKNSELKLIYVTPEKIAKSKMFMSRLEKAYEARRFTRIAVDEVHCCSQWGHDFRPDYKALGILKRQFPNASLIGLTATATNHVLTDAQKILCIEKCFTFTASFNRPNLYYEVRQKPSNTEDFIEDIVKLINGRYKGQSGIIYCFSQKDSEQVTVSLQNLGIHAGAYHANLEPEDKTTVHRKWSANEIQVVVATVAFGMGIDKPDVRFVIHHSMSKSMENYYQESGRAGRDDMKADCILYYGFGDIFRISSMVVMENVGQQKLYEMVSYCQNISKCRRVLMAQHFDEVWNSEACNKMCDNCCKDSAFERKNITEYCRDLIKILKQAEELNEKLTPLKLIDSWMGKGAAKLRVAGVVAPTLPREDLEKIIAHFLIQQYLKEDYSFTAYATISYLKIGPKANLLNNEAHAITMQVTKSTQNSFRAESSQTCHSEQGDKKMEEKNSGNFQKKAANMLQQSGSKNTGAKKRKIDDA
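RECQ1T1 50 nM; forked duplex (20 bp + 30-nt ss tails) 200 nM, ATP 2 mM final; pH 8.0, 2 mM MgCl2, 2.5 ug/ml poly(dI-dC); 15 min compound preincubation; discontinuous kinetic read over 2 h at RT.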
TRb SRC2 PPI = inhibitors of human thyroid hormone receptor beta-SRC2 interaction; Potency, µM (highest dose often 106 µM), for inactives: at the top dose activity change, negative = inhibition, hits mostly inhibitors; AID 1469; actives 0.065% (n = 280,000); P10828; TRbeta-SRC2 peptide binding, fluorescence polarization; receptor liganded with 1 µM T3;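 also: plate controls were bound peptide for no effect and peptide without receptor for full effect; nearly all actives have a fitted effect of over 50% in size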
Target sequence (P10828 whole entry, looked up): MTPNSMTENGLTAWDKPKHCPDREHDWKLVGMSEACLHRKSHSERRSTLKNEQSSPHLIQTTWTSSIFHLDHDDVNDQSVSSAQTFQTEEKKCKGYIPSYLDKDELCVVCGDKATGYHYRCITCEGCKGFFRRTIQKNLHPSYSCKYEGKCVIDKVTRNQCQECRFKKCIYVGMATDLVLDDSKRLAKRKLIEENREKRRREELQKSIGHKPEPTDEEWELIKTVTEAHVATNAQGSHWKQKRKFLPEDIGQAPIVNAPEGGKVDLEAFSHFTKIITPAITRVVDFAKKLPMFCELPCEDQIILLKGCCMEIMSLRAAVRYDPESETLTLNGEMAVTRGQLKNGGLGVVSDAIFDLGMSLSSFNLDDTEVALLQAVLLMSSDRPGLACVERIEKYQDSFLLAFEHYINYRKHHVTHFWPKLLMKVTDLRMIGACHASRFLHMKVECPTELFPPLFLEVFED
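Human TRb LBD (0.6 uM) plus Texas Red-labeled SRC2 peptide (20 nM), 1uM T3, 5% DMSO, 5 hr at ambient temperature. Decreased polarization (555/632 nm) flags inhibition; data normalized to free and bound peptide controls.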
TexasRed fluor = Texas Red fluorescence interference in TRb-SRC2 counter-screen | TRb/SRC2 Texas Red total fluorescence interference | Potency, µM (titrated, usually from 106 µM), for the others: at the top dose fluorescence change, negative = quenching | actives 0.29% (n = 280,000) | AID 1479; active = well fitted curve in either direction with a large enough effect; inconclusive = small, poorly fitted or top-dose-only effect; also: % is scaled to controls: 0 for no effect and ±100 for the full control effect
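Human TRβ ligand-binding domain (0.6 uM) and Texas Red SRC2 peptide (20 nM) in Tris buffer with 1 uM T3 and 5% DMSO were incubated with pinned compound for 5 hr at ambient temperature. Total fluorescence was computed as S + 2P (555/632 nm).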
Lamin A splicing = modulators of lamin A splicing; actives 0.01% (n = 200,000); Potency, µM (top dose mostly 46.1 µM), inactives show top-dose ratio change, negative = inhibition, most hits filed as inhibitors; HeLa LMNA splicing GFP/RFP minigene ratio, 48 h; AID 1487; active = well fitted inhibition curve with a large enough effect in the signal ratio, with a control signal flat, not every such curve was filed as active; inconclusive = small, poorly fitted or top-dose-only effect, or effect the other way, or a change in a side signal; the % refers to the signal ratio; also: % is scaled to controls: 0 for no effect and ±100 for the full control effect
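S3 HeLa cells stably expressing lamin A-EGFP splicing minigene plus DsRed2, 600 cells/well, 48 h compound exposure at 37C. Laser-scanning cytometry; analysed as GFP (500-530 nm)/RFP (575-640 nm) total intensity ratio; 0.5% DMSO vehicle.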
GoLoco inh red = blocks human Gai1 binding to RGS12 GoLoco peptide, red readout | P63096 | Gai1:RGS12 GoLoco peptide FP, rhodamine, 10 min | Potency, µM (titrated, usually from 61.6 µM), without a hit: at the highest dose activity, negative = inhibition, most hits filed as inhibitors | actives 0.44% (n = 230,000) | AID 880; active = well fitted inhibition curve with a large enough effect, not every such curve was filed as active; inactive = no such curve, though single readings can be large or run the other way; also: % is scaled to controls: 0 for no effect and ±100 for the full control effect; nearly all actives have a fitted effect of over 30% in size; many of its hits are not listed in these tables
SMN2 splice up = increases expression of the SMN2 splice variant; actives 2.8% (n = 210,000); HEK293 SMN2-luciferase splicing reporter, luminescence, 30-36 h; Potency, µM (highest dose often 46.1 µM), inactives show top-dose activity change, positive = activation, most hits filed as activators; also: % of control where 0% means no effect; nearly all actives have a fitted effect of over 55% in size
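HEK293 cells carry an SMN2 minigene-luciferase reporter in which exon 7 inclusion puts luciferase in frame. Cells were seeded at 2000 cells/well, attached for 10-12 hours, then exposed to compounds for 30-36 hours at 37C before ONE-Glo luminescence.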
ALDH1A1 inh = blocks purified human ALDH1A1 activity; Purified ALDH1A1, NADH fluorescence, propionaldehyde substrate; Potency, µM (highest dose often 75.3 µM), inactives show top-dose activity, negative = inhibition, most hits filed as inhibitors; actives 7.3% (n = 220,000); AID 1030; active = well fitted inhibition curve with a large enough effect, not every such curve was filed as active; inconclusive = small, poorly fitted or top-dose-only effect, or another doubt; inactive = no such curve, though single readings can be large or run the other way;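 also: plate controls were no enzyme wells and a reference inhibitor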
KDM4E inh = JMJD2E (human) inhibition; Potency, µM (titrated, usually from 57.1 µM), for inactives: at the highest dose activity change, negative = inhibition, most hits filed as inhibitors; actives 1.6% (n = 230,000); JMJD2E catalytic domain, FDH-coupled NADH fluorescence (FDH is formaldehyde dehydrogenase); B2RXH2; AID 2147; active = well fitted inhibition curve with a large enough effect, not every such curve was filed as active; inconclusive = small, poorly fitted or top-dose-only effect, or another doubt; inactive = no such curve, though single readings can be large or run the other way;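 also: 0% = wells with enzyme and -100% = buffer wells without enzyme; nearly all actives have a fitted effect of over 50% in size; many of its hits are not listed in these tables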
* = called active by the depositor; i = inactive; ? = inconclusive; nt = no result given; [ ] = another dose, or the depositor's remark. Unless noted, calls follow the shape of the dose curve; as a rule, active = well fitted curve in the direction sought with a large enough effect; inconclusive = small, poorly fitted or top-dose-only effect, or another doubt; inactive = no such curve, though single readings can be large; an effect the other way counts as inactive or inconclusive. Potency is read from the fitted curve at half-maximal effect.

SMILES	RECQ1 helicase	TRb SRC2 PPI	TexasRed fluor	Lamin A splicing	GoLoco inh red	SMN2 splice up	ALDH1A1 inh	KDM4E inh
O=C(Cn1cc2c(n1)CCCC2)NCCCN1CCN(Cc2ccccc2)CC1	-8%	-2%	-4%	-15%	-7%	13%	0%	-4%
COc1ccc(CCNC(=O)c2c(C)cc(=O)oc2C)cc1OC	-3%	-1%	-3%	6%	5%	0%	?	2%
CCN(CC)CC(=O)Nc1cccc(S(=O)(=O)N2CCCC2)c1	-16%	3%	-3%	nt	7%	nt	nt	8%
COc1ccc2[nH]cc(CCNc3cc(-c4ccccc4OC)ncn3)c2c1	i	nt	nt	1%	-4%	nt	6%	nt
Cc1ccc(N2C(=O)C(NC(=O)c3ccccc3)(C(F)(F)F)C3=C2CC(C)(C)CC3=O)cc1 (configuration not stated)	-7%	1%	-4%	-7%	-122%	15%	12%	0%
Cc1cccc(NC(=S)NCC(c2cccnc2)N2CCOCC2)c1C (configuration not stated)	-1%	1%	4%	-3%	2%	-8%	-7%	-6%
Cc1ccc(-n2cnc3ncnc(-c4ccccc4)c32)cc1	3%	-7%	-4%	nt	-7%	-55%[inhibitor]	?	-2%
CC(=O)COc1ccc2c(C)c(C)c(=O)oc2c1	-5%	0%	0%	2%	-4%	-7%	?	?
COC(=O)C1=CN(CCOC23CC4CC(CC(C4)C2)C3)C=C(C(=O)OC)C1c1ccsc1	-4%	8%	0%	nt	5%	-53%[inhibitor]	?	?
CS(=O)(=O)n1nc(NCc2cccs2)nc1NCc1cccs1	i	-6%	2%	-11%[46 µM]	1%	-7%	7%	-9%
CCOC(=O)CCc1n[nH]c(=O)[nH]c1=O	-13%	5%	2%	0%	5%	25%	12%	0%
O=C(CN1CCOCC1)Nc1nc2cc([N+](=O)[O-])ccc2s1	-2%	0%	0%	6%	2%	-3%	?	-5%
CCCN(C/C=C\I)[C@@H]1CCc2cccc(O)c2C1	-7%	2%	-2%	nt	-8%	nt	-12%	28µM*
COC(=O)/C=C1/S/C(=N/NC(=O)c2ccc(Cl)cc2Cl)NC1=O	2%	4%	-1%	nt	-1%	nt	nt	?
O=C(CCN1C(=O)c2cccc3cccc(c23)C1=O)NC1CCS(=O)(=O)C1 (configuration not stated)	i	-2%	0%	nt	1%	nt	nt	?
Cc1nc2cc(Nc3ccncc3)ccc2s1	-3%	-7%	-2%	-13%[46 µM]	-5%	7%	15%	0%
COc1ccc(NC(=O)Nc2cccnc2)cc1	-2%	2%	-4%	12%[46 µM]	-6%	24%	9%	?
Cc1cccc(C(=O)NC(=S)Nc2ccc(Cc3ccncc3)cc2)c1	7%	-9%	-5%	?	-5%	-27%	20µM*	-8%
Cc1ccc(C2Nc3ccccc3NC3=C2C(=O)OC(C)C3)cc1 (configuration not stated)	-1%	-4%	-2%	?	8%	14%	-4%	3%
CC1(C)C(c2ccccc2)=[N+]([O-])CN1O	-6%	-3%	-1%	8%	1%	-1%	7.9µM*	0%
Cc1ccc(C(CCNC(C)c2cccs2)c2ccco2)cc1 (configuration not stated)	-3%	0%	0%	nt	7%	nt	nt	3%
COc1ccc(/C=N/Nc2nncc3ccccc23)c(OC)c1	i	1%	-5%	3%	5%	13µM*	?	-20%
C#CCNc1cc(C)nc2ncnn12	-4%	-14%	2%	-3%	-2%	-11%	5%	0%
Cc1ccc(S(=O)(=O)N(CC(=O)NCc2cccnc2)C2CCCCC2)cc1	i	-7%	-4%	nt	6%	-2%	-9%	-9%
CC(=O)c1c(-c2ccccc2)c2ccccc2[nH]c1=O	i	-3%	-3%	21%[46 µM]	-3%	-3%	-8%	0%
New compounds follow
SMILES	RECQ1 helicase	TRb SRC2 PPI	TexasRed fluor	Lamin A splicing	GoLoco inh red	SMN2 splice up	ALDH1A1 inh	KDM4E inh
CCOC(=O)/C=C/C(=O)N1CCc2ccccc21	-8%	-4%	-2%	4%[0.0737 µM]	-3%	-6%	?	-1%
Cc1cc(NC(=S)N(CCN2CCOCC2)Cc2ccccc2F)ccc1Cl	-10%	12%	1%	nt	4%	1%	-6%	-1%
CC(C)(C)NC(=O)Cn1cnc2cc([N+](=O)[O-])ccc2c1=O	i	-3%	-3%	-3%[46 µM]	5%	-7%	?	-25%
Cc1cccc(C)c1NC(=S)NC(=O)c1ccccc1F	-4%	3%	-1%	-6%	0%	-24%	8%	9%
Cc1cc(C(=O)OCC(=O)Nc2cccc(S(=O)(=O)N(C)C)c2)c2ccccc2n1	-9%	-5%	-7%	nt	18%	-11%	?	?
CCOC(=O)c1sc(NC(=O)c2ccco2)c(C#N)c1C	-2%	-5%	-4%	-7%	0%	-3%	?	-21%
COc1ccc(C(=O)NNC(=O)OC(C)(C)C)cc1	-7%	5%	1%	nt	3%	nt	nt	6%
CC(C)(c1ccccc1)c1ccc(OCC(O)CNC2CCN(Cc3ccccc3)CC2)cc1 (configuration not stated)	-7%	-4%	2%	6%[9.22 µM]	-12%	-5%	?	10µM*
O=C(c1cccc(OC2CCN(C3CCCC3)CC2)c1)N1CCCCCCC1	i	-6%	-1%	-6%[46 µM]	8%	nt	-5%	-3%
CCCCC(CC)CNCC(CC)CCCC (configuration not stated)	10%	2%	-2%	nt	-5%	-5%	25µM*	nt
CCC(C)(C)NC(=O)/C=C/c1ccccc1[N+](=O)[O-]	-14%	-5%	6%	8%[46 µM]	5%	11%	4%	15%
CC(C=O)Cc1ccc(C(C)(C)C)cc1 (configuration not stated)	-9%	3%[201 µM]	-4%[201 µM]	nt	7%	13%	11%	nt
O=C(NCc1ccc[n+](CCCCS(=O)(=O)[O-])c1)c1ccc(OC(F)F)cc1	-10%	-5%	-5%	-5%[9.22 µM]	5%	1%	9%	-3%
O=C(NCCCn1ccnc1)C(=O)NC1CCCCC1	i	-6%	-5%	?	14%	-3%	-2%	-4%
CCN(CC)S(=O)(=O)c1cc(C)ccc1NC(=S)Nc1cccnc1	-26%	-5%	0%	nt	4%	-56%[inhibitor]	?	?
O=C(NC1CCN(C(=O)Nc2ccccc2)CC1)C1CCCCC1	-6%	3%	3%	-1%	1%	-6%	-3%	13%
O=C(Cn1cncn1)c1ccccc1	0%	-5%	-5%	nt	-11%	nt	nt	3%
Cc1cccc(CC(=O)N2CCC(N3CCC(C(=O)N4CCOCC4)CC3)CC2)c1	-1%	0%	-1%	-1%[46 µM]	25%	nt	-2%	1%
Cc1cccc(N(C(=O)Nc2ccc(Cl)cc2)C2=NCC(C)S2)n1 (configuration not stated)	i	0%	0%	17%[46 µM]	-1%	2%	6%	6%
O=c1cc(-c2ccccc2[N+](=O)[O-])oc2ccccc12	i	-3%	-5%	?	7%	-21%	?	7%
COc1ccc(-n2c(SCC(=O)Nc3nccs3)nnc2-c2ccccc2)cc1	-1%	-3%	-1%	33%	0%	21%	4%	-4%
Cc1cccc(NC(=O)CN2C(=O)NC(Cc3ccccc3)C2=O)c1 (configuration not stated)	-9%	-18%	1%	-1%	-14%	12%	7%	-9%
CCc1ccc(C(=O)OCC(=O)Nc2cccc(S(=O)(=O)NC3=NCCCCC3)c2)cc1	-5%	-12%	0%	-2%	-7%	-13%[1.84 µM]	-8%	6%
OC1(c2ccccc2)c2ccccc2-c2ncccc21 (configuration not stated)	2%	-5%	0%	nt	7%	22%	5%	-20%
O=C(NCc1ccc(Cl)cc1)C1CCN(S(=O)(=O)c2cc([N+](=O)[O-])ccc2Cl)CC1	i	-12%	0%	-7%	-10%	2%	1.4µM*	-2%
Next section:
SMILES	RECQ1 helicase	TRb SRC2 PPI	TexasRed fluor	Lamin A splicing	GoLoco inh red	SMN2 splice up	ALDH1A1 inh	KDM4E inh
CC1CCc2c(nc3ncnn3c2NCCN(C)C)C1 (configuration not stated)	5%	-3%	-4%	-3%[46 µM]	0%	-13%	3%	0%
O=C(Nc1c(-c2ccccc2)nc2c(Br)cc(Br)cn12)c1ccco1	5%	1%	-6%	-11%	9%	10%	13%	11%
CCOC(=O)/C=C1\SCC(=O)N1CC(O)CN1C(=O)CS/C1=C\C(=O)OCC	i	1%	-2%	-5%	3%	4%	-5%	-8%
O=C1C2C(C(=O)N1Cc1cccnc1)C1C=CC2C12CC2 (configuration not stated)	-2%	-3%	-5%	3%	3%	23%	0%	10%
CC(C)CCn1nnnc1CN1CCN(C(c2ccccc2)c2ccccc2)CC1	-28%	-4%	-2%	15%[9.22 µM]	-12%	-27%	14µM*	1%
CCOC(=O)Nc1ccc2c(c1)nc(CN1CCCCC1)n2C	-3%	-7%	2%	1%[46 µM]	10%	1%	10%	-17%
CCn1cc(C(=O)O)c(=O)c2cnc(N3CCN(C(=S)Nc4ccccc4)CC3)nc21	-2%	-3%	-1%	nt	13%	nt	nt	0%
Nc1cccc2c1C(=O)N(Cc1cccc(Cl)c1)C2=O	2%	-4%	0%	nt	-8%	-10%	-2%	?
Cc1cc(S(=O)(=O)Cc2noc(-c3c(C)noc3C)n2)c(C)cc1Cl	-4%	7%	0%	nt	-6%	nt	nt	9%
COC(=O)COc1ccc(Oc2cc(C)nc(SC)n2)nn1	-17%	-3%	-1%	5%	0%	-3%	14%	1%
CC1CCc2c(cnc3ncnn23)C1 (configuration not stated)	-5%	-2%	0%	nt	-1%	nt	nt	9%
O=C1c2ccsc2SCCN1Cc1ccccc1Cl	9%	-7%	-2%	?	3%	-14%	-4%	10%
CCN(CC)CC(=O)Nc1c(Br)ccc2c1OCO2	i	-3%	-2%	6%	-5%	-2%	0%	-1%
CC1=NN(c2ccc(C)c(C)c2)C(=O)/C1=C\C=C\c1ccc([N+](=O)[O-])o1	-27%	3%	-20%	nt	13%	-82%[inhibitor]	8.9µM*	-19%

Some of the compounds tested; the hit share may differ from the screen's.
